From PubChem
RGS4 inhibitor: inhibitors of human regulator of G protein signaling 4. AID 504845. P49798. 390,000 compounds, 0.039% hits. Transcreener GDP fluorescence polarization, RGS4-accelerated GTP hydrolysis. Potency, µM (titrated, usually from 114 µM), without a hit: at the highest dose activity change, negative = inhibition, usual class: inhibitors; further: potency means the concentration at half of the fitted maximal effect; on the % scale 0 is the no-effect control and ±100 the full control effect; nearly all actives have a fitted effect of over 75% in size; some results filed as inactive show a strong effect at the top dose
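MLSMR compounds (23 nl, pin-transferred) preincubated 10 min at room temperature with a 500nM (2x) first reagent, then RGS4 at 900nM (2x) plus Transcreener GDP mix added; fluorescence polarization (620/688 nm) read before and after 90 min at 30 °C.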
TrxR1 substrate: is turned over as a substrate by rat TrxR1 | O89049 | purified TrxR1 substrate turnover, NADPH consumption readout | Potency, µM (highest dose often 114 µM), for inactives: at the top dose activity change, negative = substrate turnover | 390,000 compounds, 0.01% hits; further: potency means the concentration at half of the fitted maximal effect; on the % scale 0 is the no-effect control and ±100 the full control effect; nearly all actives have a fitted effect of over 50% in size
Target sequence (O89049 whole entry, looked up): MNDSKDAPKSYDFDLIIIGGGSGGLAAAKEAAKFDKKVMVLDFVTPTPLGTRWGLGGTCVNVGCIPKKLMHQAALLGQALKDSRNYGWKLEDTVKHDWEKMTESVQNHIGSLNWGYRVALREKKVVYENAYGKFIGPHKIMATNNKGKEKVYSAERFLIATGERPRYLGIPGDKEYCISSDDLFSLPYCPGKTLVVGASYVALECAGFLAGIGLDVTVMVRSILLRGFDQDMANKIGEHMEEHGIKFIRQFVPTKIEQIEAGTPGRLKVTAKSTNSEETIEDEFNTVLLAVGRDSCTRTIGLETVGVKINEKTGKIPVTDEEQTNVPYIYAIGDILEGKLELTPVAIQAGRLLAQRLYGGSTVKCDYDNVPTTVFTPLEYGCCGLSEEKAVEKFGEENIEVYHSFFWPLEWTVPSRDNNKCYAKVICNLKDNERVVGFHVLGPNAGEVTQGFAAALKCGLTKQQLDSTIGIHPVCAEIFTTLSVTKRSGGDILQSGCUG
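Rat TrxR1, dispensed at 90 nM, was prereduced with 400 uM NADPH (final) for 5 min at ~22 deg C, then incubated with compound 15 min before 400 uM selenite. A first-read NADPH fluorescence drop versus no-compound background flagged substrates.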
LDHA inh: LDHA (human) enzyme inhibition; purified LDHA, NADH/diaphorase-resazurin fluorescence; hits give low values; P00338; activity change, % (values are at about 110 or 230 µM); 480,000 compounds, 0.15% hits; in the data active means activity change below about -30%; inconclusive means mostly about -25% to -30%;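 further: plate controls were DMSO wells for no effect and wells without enzyme for full effect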
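Resorufin fluorescence (ex540/em590), read at 0 and 20 min after diaphorase/resazurin addition, reports the NADH left after a 5 min room-temperature reaction of 2 nM human LDH5 with 0.06 mM NADH and 0.2 mM pyruvate.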
GRP78 ERSR act: ER stress response induction in glioma; U87-MG GRP78 promoter luciferase reporter, 16 h; Potency, µM, inactives show at the highest dose activation, most hits filed as activators; 420,000 compounds, 0.02% hits; AID 602332; further: potency means the concentration at half of the fitted maximal effect; series mostly up to about 76 µM; % of control where 0% means no effect; nearly all actives have a fitted effect of over 35% in size
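Stably transfected U87-MG glioma cells carrying a GRP78-based luciferase sensor; 16 h compound incubation. Luminescence end-point read 10 min after Bright-Glo addition at room temperature.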
Vif-A3G inh: Vif-A3G binding inhibition; Q9HC16; HeLa A3G-eYFP + Vif (tagged APOBEC3G with the HIV-1 protein that degrades it), YFP fluorescence, overnight; Potency, µM (titrated, usually from 46.1 µM), without a hit: at the top dose activity, negative = active, hits mostly inhibitors; 410,000 compounds, 0.076% hits; AID 602310;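 further: potency means the concentration at half of the fitted maximal effect; on the % scale 0 is the no-effect control and ±100 the full control effect; nearly all actives have a fitted effect of over 60% in size; hits raise eYFP signal because A3G escapes Vif-driven loss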
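Read-out is eYFP fluorescence (Ex 488/Em 500-530) from Vif-expressing HeLa A3G-eYFP cells; more signal means A3G escaped Vif-mediated degradation. Cells plated overnight, compound pinned in, incubated overnight at 37 deg C.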
IDH1 R132H inh: human IDH1 R132H inhibition; Potency, µM (series often up to 76.6 µM), for inactives: top-dose activity change, negative = inhibition, hits mostly inhibitors; IDH1-R132H enzyme, NADPH consumption, diaphorase/resazurin fluorescence; 390,000 compounds, 0.093% hits; O75874; further: potency means the concentration at half of the fitted maximal effect; on the % scale 0 is the no-effect control and ±100 the full control effect; nearly all actives have a fitted effect of over 65% in size
Target sequence (O75874 whole entry R132H, stated change not applied): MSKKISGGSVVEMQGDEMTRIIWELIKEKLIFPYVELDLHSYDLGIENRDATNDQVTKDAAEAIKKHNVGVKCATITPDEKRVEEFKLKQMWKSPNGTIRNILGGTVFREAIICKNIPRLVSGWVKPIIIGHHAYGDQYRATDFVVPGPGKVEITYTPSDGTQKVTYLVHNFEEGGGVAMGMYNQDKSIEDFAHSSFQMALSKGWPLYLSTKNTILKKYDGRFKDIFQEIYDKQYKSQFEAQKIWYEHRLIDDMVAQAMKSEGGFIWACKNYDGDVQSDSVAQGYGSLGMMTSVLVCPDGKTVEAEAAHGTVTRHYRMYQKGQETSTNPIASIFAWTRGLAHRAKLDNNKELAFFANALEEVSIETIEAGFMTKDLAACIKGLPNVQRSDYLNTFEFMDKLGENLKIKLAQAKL
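IDH1-R132H (0.5 ug/mL dispensed) in pH 7.5 Tris buffer was preincubated 30 min with compound, then given a substrate mix of 0.016 mM NADPH and 2 mM alpha-KG for 80 min at room temperature; remaining NADPH was read by diaphorase/resazurin fluorescence.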
Vif-APOBEC3F blk: inhibitors of Vif-A3F interaction; HeLa A3F-eYFP + Vif (tagged APOBEC3F with the HIV-1 protein that degrades it), YFP fluorescence increase; Potency, µM (doses to about 46.1 µM), for the others: top-dose activity, negative = active; 390,000 compounds, 0.2% hits; further: potency means the concentration at half of the fitted maximal effect; % of control where 0% means no effect; nearly all actives have a fitted effect of over 65% in size
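HeLa cells stably expressing Vif plus C-terminally eYFP-tagged A3F were seeded, incubated overnight at 37 deg C, dosed with compound, incubated overnight again at 37 deg C. Yellow fluorescence (Ex 488/Em 500-530) reported blocked Vif-mediated A3F-eYFP degradation.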
USP1-UAF1 inh: USP1/UAF1 (human) deubiquitinase inhibition; O94782; recombinant USP1/UAF1, Ub-Rhodamine cleavage fluorescence; Potency, µM (titrated, usually from 57.1 µM), for inactives: at the highest dose activity change, negative = inhibition, hits mostly inhibitors; 390,000 compounds, 0.23% hits; AID 743255; further: potency means the concentration at half of the fitted maximal effect; on the % scale 0 is the no-effect control and ±100 the full control effect; nearly all actives have a fitted effect of over 60% in size; inactives centre near -12
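USP1/UAF1 complex at 1 nM was preincubated with compound for 15 min at room temperature, then Ub-Rho substrate (150nM final) was added. Fluorescence (480/540 nm) was read kinetically, 6 reads every 60 seconds.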
rTrxR1 inhibitor: blocks rat thioredoxin reductase 1; AID 588453; 390,000 compounds, 1% hits; recombinant rTrxR1, NADPH fluorescence consumption, selenite substrate; O89049; Potency, µM (series often up to 114 µM), inactives show at the highest dose activity change, negative = inhibition, hits mostly inhibitors; further: potency means the concentration at half of the fitted maximal effect; on the % scale 0 is the no-effect control and ±100 the full control effect; nearly all actives have a fitted effect of over 65% in size
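Rat TrxR1 (90 nM in the dispensed reagent) was pre-reduced with 400 uM NADPH for 5 min at room temperature, then incubated with compound for 15 min. After 400 uM selenite was added, NADPH fluorescence (Ex 340/Em 450 nm) was followed for 8 min.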
* = called active by the depositor; ? = inconclusive; nt = no result given; & = joins results of further samples; [ ] = another dose, or the depositor's remark. Unless noted, the call rests on the fitted dose curve; in most records, active means well fitted curve in the direction sought with a large enough effect; inconclusive means small, poorly fitted or top-dose-only effect, or another doubt; inactive means no such curve, though single readings can be large; an effect the other way counts as inactive or inconclusive.

[1] COc1ccc(N2CCN(C3CCCN(C(=O)C4=C(C)OCCO4)C3)CC2)cc1 (stereo not given)
[2] O=C(O)c1ccc(N/N=C/c2ccc(F)c(F)c2)cc1
[3] COc1cccc(-c2cc(C(=O)NCCN3CCOCC3)no2)c1
[4] Cc1cccc(C(=O)NCC(=O)N2CC=C(c3ccccc3)CC2)c1
[5] Cc1ccc(C)c(N(CC(=O)NC2CCCC2)C(=O)c2cc3cc4cc(C)ccc4nc3s2)c1
[6] COc1ccc2cc(C(C)C(=O)N3CCC(C(N)=O)CC3)ccc2c1 (stereo not given)
[7] CCCc1cc(N2CCCC(C(=O)Nc3cc(Cl)ccc3OC)C2)n2ncnc2n1 (stereo not given)
[8] Cc1cccc(N(C(=O)CCC(=O)Nc2cc(C)on2)C(C(=O)NC2CCCC2)c2ccncc2)c1 (stereo not given)
screen / no.,1,2,3,4,5,6,7,8
RGS4 inhibitor,23%,-39%,-2%,2%,-20%,-5%,-14%,-17%
TrxR1 substrate,-3%,-21%,0%,4%,6%[57.1 µM],-1%,3%,-1%
LDHA inh,0,-12,-9,-3,-12,-2,-9,-2
GRP78 ERSR act,-6%,-12%,-3%,0%,-2%,-3%,-1%,0%
Vif-A3G inh,0%,-8%,-1%,-18%,0%,-7%,1%,-1%
IDH1 R132H inh,7%,-6%,3%,-6%,4%,0%,-1%,3%
Vif-APOBEC3F blk,-2%,-15%,-2%,-3%,0%,10%,-4%,2%
USP1-UAF1 inh,-4%,-11%,-9%,-23%,?,-16%,-19%,-8%
rTrxR1 inhibitor,-7%,-25%,7%,19%,-10%,-1%,26%,-3%

[9] c1cncc(C2Nc3ccccc3-c3nc4ccccc4n32)c1 (stereo not given)
[10] COc1ccc(CCNS(=O)(=O)c2cccc3cccnc23)cc1OC
[11] CC(C)[C@H](NC(=O)c1ccc(Cl)cc1Cl)C(=O)OCc1nc2ccsc2c(=O)[nH]1
[12] Cc1ccc(S(=O)(=O)N2CCN(c3nc(-c4ccc(C)s4)nc4ccccc34)CC2)cc1
[13] CCOC(=O)c1c(-c2ccc(C)cc2)csc1NC(=O)CCSc1nnc2ccccn12
[14] CC(=O)c1ccc(S(=O)c2ccccc2)cc1 (stereo not given)
[15] COc1ccc(C(=O)NCc2ccc3c(c2)CCN3C(=O)c2ccc(Cl)cc2)c(OC)c1
[16] Cc1ccc(C)c(OCCC(=O)OCC(=O)Nc2cccnc2Cl)c1
screen / no.,9,10,11,12,13,14,15,16
RGS4 inhibitor,18%,-12%,6%,10%,-4%,-6%,-15%,-30%
TrxR1 substrate,79%[activator][57.1 µM],17%,6%,6%,38%[activator],9%,1%[57.1 µM],-2%
LDHA inh,-2,3,-3,-4,-1,0,3,-5
GRP78 ERSR act,4%,-6%,-4%,nt,-2%,-3%,0%,0%
Vif-A3G inh,3%,-9%,-5%,nt,-4%,-2%,9%,1%
IDH1 R132H inh,7%,10%,10%,nt,3%,10%,-6%,2%
Vif-APOBEC3F blk,-3%,1%,3%,nt,4%,-25%,3%,-2%
USP1-UAF1 inh,-4%,-19%,-19%,nt,-21%,-3%,?,-7%
rTrxR1 inhibitor,32%[57.1 µM],32%,35%,32%,13%,22%,11%[57.1 µM],-25%

[17] Cc1ccc(S(=O)(=O)CCC(=O)c2ccc(O)cc2O)cc1
[18] COc1ccc(CCNC(=O)C2=C(C)C(=O)OC23CCCCC3)c(OC)c1
[19] CCC(=O)Nc1c(C)nn(-c2ccc(C)c(C)c2)c1C
[20] CCO[C@@H]1OC(C(=O)NCc2ccccc2)=C[C@H](C2CCCCC2)[C@H]1CCCO
[21] CCOC(=O)C1CCN(C(=O)c2ccc(OCC(=O)N3CCOCC3)c(OC)c2)CC1
[22] Cc1cc(C(=O)Nc2cccc3c2O[C@@H](CN(C)S(=O)(=O)c2ccccc2)[C@H](C)CN([C@@H](C)CO)C3=O)n(C)n1
[23] CCOC(=O)c1[nH]c2ccccc2c1N=CN(CC)CC
[24] COc1ccc(P(=O)(COc2ccc([N+](=O)[O-])cc2)c2ccc(OC)cc2)cc1
screen / no.,17,18,19,20,21,22,23,24
RGS4 inhibitor,?,6%,6%,27%,16%,-1%,2%,-6%
TrxR1 substrate,-5%,3%,-9%,4%[57.1 µM],2%[57.1 µM],4%,-2%,-12%
LDHA inh,-2,-7,-1,0,-11,-5,-4,-1
GRP78 ERSR act,-14%,nt,0%,1%,-1%,-4%,-4%,-2%
Vif-A3G inh,-21%,nt,1%,2%,0%,0%,2%,1%
IDH1 R132H inh,-2%,nt,6%,3%,1%,-13%,3%,3%
Vif-APOBEC3F blk,2%,nt,1%,5%,2%,2%,-5%,-10%
USP1-UAF1 inh,-9%,-9%,-4%,-6%,-3%,-22%,-6%,-16%
rTrxR1 inhibitor,7.1µM*,35%,-11%,10%[57.1 µM],15%[57.1 µM],13%,4%,-11%

Ordered by length of the SMILES (high to low): some entries from above.
[24] COc1ccc(P(=O)(COc2ccc([N+](=O)[O-])cc2)c2ccc(OC)cc2)cc1
[19] CCC(=O)Nc1c(C)nn(-c2ccc(C)c(C)c2)c1C
[23] CCOC(=O)c1[nH]c2ccccc2c1N=CN(CC)CC
screen / no.,24,19,23
RGS4 inhibitor,-6%,6%,2%
TrxR1 substrate,-12%,-9%,-2%
LDHA inh,-1,-1,-4
GRP78 ERSR act,-2%,0%,-4%
Vif-A3G inh,1%,1%,2%
IDH1 R132H inh,3%,6%,3%
Vif-APOBEC3F blk,-10%,1%,-5%
USP1-UAF1 inh,-16%,-4%,-6%
rTrxR1 inhibitor,-11%,-11%,4%

Next section:
[25] Cn1c(SCc2ccccc2Cl)nc2c([nH]c3ccccc32)c1=O
[26] CC(C)(C)c1ccc(S(=O)(=O)c2cn(CC(=O)Nc3ccccc3)c3ccccc3c2=O)cc1
[27] Cc1ccc(S(=O)(=O)NCC(=O)N(CC(=O)NC2CCCCC2)Cc2ccco2)cc1
[28] COc1ccc(C)cc1NC(=O)CCCN1C(=O)CN(C)C1=O
[29] CCOC(=O)Cn1c(C2CC(=O)N(c3ccc(C)cc3)C2)nc2ccccc21 (stereo not given)
[30] COc1ccc(OC)c(S(=O)(=O)N(C)CC(=O)N2CCCCC2)c1
[31] Cc1cccc(C(=O)NNc2ncnc3c2cnn3-c2ccc(C)cc2C)c1
[32] CCOc1ccc(NS(=O)(=O)c2ccc3c(c2)N(C(C)=O)CCS3)cc1
screen / no.,25,26,27,28,29,30,31,32
RGS4 inhibitor,4%,0%,-5%,-23%,9%,22%,10%,-47%[56.9 µM]
TrxR1 substrate,1%[57.1 µM],-4%,7%[57.1 µM],4%,0%,1%,5%[57.1 µM],-11%[57.1 µM]
LDHA inh,-8,5,0,4,-4,-6,3,-1
GRP78 ERSR act,0%,1%,-6%,-1%,-3%,-2%,-2%,2%
Vif-A3G inh,6%,2%,-2%,1%,1%,-1%,-1%,4%
IDH1 R132H inh,19%,0%,4%,3%,-7%,-2%,10%,6%
Vif-APOBEC3F blk,-8%,0%,8%,0%,-2%,-3%,-2%,7%
USP1-UAF1 inh,-21%,-17%,-2%,-10%,-24%,-8%,-25%,-16%
rTrxR1 inhibitor,32%[57.1 µM],1%,6%[57.1 µM],3%,-3%,24%,25%[57.1 µM],23%[57.1 µM]

[33] CCS(=O)(=O)c1ccc(O)c(NC(=O)c2cc(-c3ccccn3)nc3ccccc23)c1
[34] COc1ccc(N2CCN(C(=O)c3ccc4c(c3)CCN4S(C)(=O)=O)CC2)cc1
[35] Cc1cn(CC(=O)NCCN2CCOCC2)c(=O)[nH]c1=O
[36] Cc1csc(NC(=O)c2ccco2)c1C(=O)c1ccccc1
[37] O=C(CCC(=O)N1CCN(c2cccc(Cl)c2)CC1)N1CCN(c2ccccc2)CC1
screen / no.,33,34,35,36,37
RGS4 inhibitor,-5%,-4%,-10%,-2%,-19%
TrxR1 substrate,-1%,2%,-4%,-5%[57.1 µM],-3%
LDHA inh,-8,4&-5,-5,-3,-1
GRP78 ERSR act,-3%,0%&-1%,0%,-2%,-5%
Vif-A3G inh,-11%,3%&-2%,-1%,3%,-7%
IDH1 R132H inh,-1%,-7%&-4%,-12%,-4%,-1%
Vif-APOBEC3F blk,-17%,-4%&-3%,3%,-2%,2%
USP1-UAF1 inh,-5%,-26%&-22%,?,-2%,-14%
rTrxR1 inhibitor,?,3%,-4%,5%[57.1 µM],7%

A portion from the list above:
[36] Cc1csc(NC(=O)c2ccco2)c1C(=O)c1ccccc1
[37] O=C(CCC(=O)N1CCN(c2cccc(Cl)c2)CC1)N1CCN(c2ccccc2)CC1
screen / no.,36,37
RGS4 inhibitor,-2%,-19%
TrxR1 substrate,-5%[57.1 µM],-3%
LDHA inh,-3,-1
GRP78 ERSR act,-2%,-5%
Vif-A3G inh,3%,-7%
IDH1 R132H inh,-4%,-1%
Vif-APOBEC3F blk,-2%,2%
USP1-UAF1 inh,-2%,-14%
rTrxR1 inhibitor,5%[57.1 µM],7%

This is a subset; the hit share may differ from the screen's.
